SUMO Mot1 rescue – yeast Mot1-301 growth rescue at high temperature, primary screen, SUMOylation pathway inhibitor project, S. cerevisiae, ATP luminescence, 38.5C | growth rescue, % at 18.8 µM | hit rate 1% among 320,000 | S. cerevisiae Mot1-301 growth rescue; percent above DMSO median, 100 means doubled;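 active = every valid replicate shows activation above 250% relative to neutral control wells; inactive = the rest, any valid replicate at or below 250%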;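 note: OY570 slx delta 5 strain wells were the positive control but not used for scaling; some compounds called inactive have numbers as strong as hits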
SR-BI DiI-HDL act – activators of SR-BI mediated DiI-HDL uptake, primary screen, ldlA[mSR-BI] CHO cells, DiI fluorescence; 3 h; 100 = double the neutral-control signal; activation, % at 12.5 µM; hit rate 0.096% among 320,000; AID 504775, 2011;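 active = mean replicate activation of at least 60% and every replicate at or above 60%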;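 note: 0% = median plate neutral-control signal and 100% = twice that signal; values of inactives mirror those of a sister screen read the other way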
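Assay system: LDL receptor-deficient CHO ldlA cells overexpressing murine SR-BI / Medium: BSA-supplemented, HEPES-buffered Ham's F12, pH 7.4 / Probe or stimulus: DiI-labelled HDL at 10 µg/mL final / Timing: compound with DiI-HDL co-incubation, 3 h at 37 °C / Technique: bottom-read cell fluorescence after medium removal, ex 550/em 595 nm / Measure: HDL uptake via cellular fluorescence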
MITF TRPM1 HTS – activators of MITF-driven TRPM1 promoter reporter, primary screen, cell-based, SK-MEL-5, luciferase, single point; SK-MEL-5 TRPM1-promoter luciferase, 24 h; % of positive control, neutral wells = 0; activation, % at 12.5 µM; hit rate 0.75% among 300,000; AID 588334, 2011;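 active = mean activation of at least 80% with every replicate also reaching 80%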;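 note: 0% = neutral control wells and 100% = parthenolide positive control wells; values of inactives mirror those of a sister screen read the other way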
DSG3 Ab inh – inhibitors of pemphigus antibody binding to DSG3, primary screen, biochemical, bead-based, flow cytometry, scFv-GFP | Desmoglein-3 (Homo sapiens), P32926 | DSG3-coupled beads, scFv-anti-DSG3-GFP binding; stronger effect = lower value | binding (percent of control), % at 10 µM | hit rate 0.48% among 310,000;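 active = binding more than 3 SD below its plate's average and above zero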; note: some compounds called inactive have numbers as strong as hits
Target sequence (P32926 whole entry, looked up): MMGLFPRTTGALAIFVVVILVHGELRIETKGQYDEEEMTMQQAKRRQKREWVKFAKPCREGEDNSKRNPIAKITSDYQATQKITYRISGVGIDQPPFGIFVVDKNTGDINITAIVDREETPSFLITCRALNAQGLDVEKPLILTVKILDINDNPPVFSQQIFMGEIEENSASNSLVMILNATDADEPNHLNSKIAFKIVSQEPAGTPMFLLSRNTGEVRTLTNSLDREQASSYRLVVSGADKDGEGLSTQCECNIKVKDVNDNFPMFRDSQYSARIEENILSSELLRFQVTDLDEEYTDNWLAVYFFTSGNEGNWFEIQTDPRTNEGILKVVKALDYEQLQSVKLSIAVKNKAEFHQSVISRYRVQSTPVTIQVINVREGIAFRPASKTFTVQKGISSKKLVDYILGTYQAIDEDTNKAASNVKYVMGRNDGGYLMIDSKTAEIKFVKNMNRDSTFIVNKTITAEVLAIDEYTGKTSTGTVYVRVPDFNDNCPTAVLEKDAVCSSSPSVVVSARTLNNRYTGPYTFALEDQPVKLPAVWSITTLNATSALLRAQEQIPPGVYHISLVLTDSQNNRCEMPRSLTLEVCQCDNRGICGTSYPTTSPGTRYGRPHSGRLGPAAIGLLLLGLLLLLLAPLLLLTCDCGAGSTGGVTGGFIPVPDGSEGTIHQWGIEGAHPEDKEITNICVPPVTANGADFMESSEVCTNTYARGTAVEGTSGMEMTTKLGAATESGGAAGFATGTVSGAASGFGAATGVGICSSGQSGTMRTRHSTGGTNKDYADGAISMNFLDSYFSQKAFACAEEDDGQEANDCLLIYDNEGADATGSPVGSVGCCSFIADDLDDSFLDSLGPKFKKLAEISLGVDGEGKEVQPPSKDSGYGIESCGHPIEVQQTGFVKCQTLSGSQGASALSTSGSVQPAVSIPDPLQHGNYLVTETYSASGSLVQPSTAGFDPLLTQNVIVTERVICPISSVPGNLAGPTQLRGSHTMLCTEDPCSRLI
PKA-R1A act – activators of PKA-R1A holoenzyme, primary screen, biochemical, fluorescence polarization, Cy5-IP20, bovine R1A, mouse PKAc; cAMP-dependent protein kinase type I-alpha regulatory subunit (Bos taurus) + …; PKA-R1A dissociation; scaled: DMSO 0%, 113 µM cGMP 100%; activation, % at 11.4 µM; hit rate 0.083% among 340,000;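 active = percent activation above the mean of all tested compounds plus 3 SD, cut at about 19% in these data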;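 note: higher means more PKAc released from R1A so a rise in polarization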
PKA-R2B activ – activators of PKA-R2B holoenzyme, primary screen, biochemical, fluorescence polarization, Cy5-IP20, human; activation, % at 11.4 µM; PKA-R2B holoenzyme dissociation; R2B truncated from residue 108, S112A mutant; 0% DMSO only, 100% 113 µM cGMP; cAMP-dependent protein kinase catalytic subunit beta (Homo sapiens) + cAMP-dependent …; hit rate 0.079% among 340,000;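 active = activation above a cutoff set at the mean over all compounds plus 3 SD, cut at about 18% in these data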;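 note: higher means more holoenzyme dissociation and a rise in polarization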
CDK5 inh – inhibitors of human CDK5/p35 kinase, primary screen, biochemical, single concentration; Cyclin-dependent kinase 5 (Homo sapiens) + Cyclin-dependent kinase 5 activator 1 (Homo …; Recombinant CDK5/p35, ADP-Glo luminescence, 60 min; inhibition, % at 10 µM; hit rate 0.01% among 330,000; AID 488839, 2010;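 active = highest replicate inhibition of at least 50% and at least 75% of replicates reaching 50%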;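 note: plate controls were DMSO neutral control for no effect and GW8510 at 10 µM for full effect; many of its hits are not listed in these tables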
NSD2 HMT inh – NSD2 histone methyltransferase inhibitors, primary screen, biochemical, AlphaScreen, single concentration, set 2 | NSD2 peptide methylation, 120 min | AID 743445, 2014 | Histone-lysine N-methyltransferase NSD2 (Homo sapiens), O96028 | inhibition, % at 12.5 µM | hit rate 0.54% among 310,000; in the data active = inhibition above about 50%
Arr AP2 block – inhibitors of beta-arrestin/AP2 binding, primary screen, biochemical, GPCR trafficking, flow cytometry. FITC-arrestin peptide / GST-AP2 beads; AP2 beta2 appendage carries R879A mutation. hit rate 0.31% among 340,000. inhibition, % at 10 µM;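 active = inhibition above a set limit, near 3 SD of compounds lacking own fluorescence, cut at about 54% in these data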;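 note: plate controls were DMSO wells for no effect and 5 µM unlabelled arrestin peptide for full effect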
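system = GST-tagged AP2 beta2-adaptin appendage (R879A) on 4 µm glutathione beads | reagent = FITC-labelled arrestin peptide probe, 50 nM final | schedule = compound with beads 12 min RT, then probe 1 h RT | signal = HyperCyt-sampled flow cytometry, FL1 channel, ex 488/em 535 nm | read-out = percent response from loss of bead-bound FITC fluorescence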
SR-BI DiI inh – inhibitors of SR-BI mediated HDL lipid uptake, primary screen, ldlA[mSR-BI] cells, fluorescence, single point; ldlA[mSR-BI] CHO cells, DiI-HDL uptake fluorescence, 3 h; hit rate 0.96% among 320,000; inhibition, % at 12.5 µM;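 active = mean replicate inhibition of at least 70% and a set share of replicates each scoring 70 or more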;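 note: 0% = median of neutral control wells and 100% = median of positive control wells; values of inactives mirror those of a sister screen read the other way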
dFosB activator – activators of delta FosB homodimer, primary screen, biochemical, fluorescence polarization, TAMRA-CDK5 oligo, single point; Protein FosB (Mus musculus), P13346; purified delta FosB; percent of positive-control signal above neutral wells; activation, % at 25 µM; hit rate 0.99% among 340,000; AID 493131, 2011;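 active = mean activation above about 17%, with every replicate also reaching it, limit read from the data, passing the limit was not always enough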;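 note: fluorescence polarization rise as delta FosB binds a TAMRA Cdk5 AP-1 oligo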
Active calls of the source: *; nt = no result given.

mol	SUMO Mot1 rescue	SR-BI DiI-HDL act	MITF TRPM1 HTS	DSG3 Ab inh	PKA-R1A act	PKA-R2B activ	CDK5 inh	NSD2 HMT inh	Arr AP2 block	SR-BI DiI inh	dFosB activator
Cc1cc2ccccn2c1C(=O)c1ccncc1	127	19	1	101	-10	-5	0.9	7	-36	-19	5
Cc1ccc(Nc2nc(CSc3nnc(-c4ccncc4)n3C)cs2)cc1	-17	-24	63	99	4	0	1.5	1	21	24	-5
Cc1cccc(NC(=O)CCCc2ccccc2)c1	400	13	nt	113	-1	-14	-0.6	-6	19	-13	3
COC(=O)c1ccc2nc(NC(=O)C(C)(C)C)sc2c1	-7	-44	5	84	3	-2	-0.5	nt	-10	44	-9
O=C(CSc1ncnc2ccccc12)NC1CCS(=O)(=O)C1 (centres undefined)	15	8	nt	nt	0	1	-5.1	5	-6	-8	-2
O=C(NNC(=O)c1cc2cc(OC(F)(F)F)ccc2[nH]1)c1cccc(C(F)(F)F)c1	-2	-1	14	101	-2	-1	0.0	0	42	1	1
O=C(Cn1nc(C(F)F)cc1C1CC1)N1CCCC1	101	nt	-7	86	-2	0	0.3	0	14	nt	-11
COc1ccc(NC(=O)c2cc(S(=O)(=O)N3CCS(=O)(=O)CC3)ccc2Cl)cc1	1	-6	-1	nt	-3	0	0.9	4	8	6	52*
COc1cc(C)ccc1OCC(=O)NCC1CCCO1 (centres undefined)	15	7	8	89	2	4	0.4	0	11	-7	8
OC1CCCN(CC(O)COC(c2ccccc2)c2ccccc2)C1 (centres undefined)	-19	13	3	104	-7	-3	-1.2	2	1	-13	-5
COC(=O)CN(c1nc(C)c(Br)c(OC)n1)S(=O)(=O)c1ccc(C)cc1	4	2	nt	106	1	-14	-0.6	-4	6	-2	-23
CN(C(=O)c1cccc(COc2ccc(Cl)cc2Cl)c1)c1ccccc1	21	-2	38	96	-8	-7	2.2	-2	20	2	-6
Cn1c(=O)c2c(nc(CN3CCN(C(=O)c4ccco4)CC3)n2CCc2ccccc2)n(C)c1=O	12	13	nt	95	-1	-10	-0.2	-9	11	-13	2
CCC(=O)c1ccc(/C=C/c2nc3ccccc3n2C)o1	-13	-8	16	104	-14	-3	0.7	-29	10	8	-5
CCOC(=O)N1CCN(C(=O)c2oc3ccc(S(=O)(=O)N(CC)CC)cc3c2C)CC1	300	-16	8	99	6	-3	-0.9	-1	-9	16	-3
N#Cc1cccnc1N1CCC(C(N)=O)CC1	-11	28	nt	nt	-12	-4	-1.4	0	2	-28	0
Cc1ccc(C(=O)OCc2nc(N)nc(Nc3ccccc3C)n2)cc1	10	5	5	107	6	-5	-0.5	0	18	-5	-4
O=C(O)c1cc(-c2ccccc2)n(-c2ccc(Cl)cc2)n1	-6	11	6	98	8	-9	0.4	0	10	-11	3
COC(=O)c1ccccc1NC(=O)c1sc(=S)n(C)c1N	-25	-31	4	100	12	-8	-1.1	1	31	31	-3
O=C(COc1ccccc1Cl)NC(=S)N1CCc2ccccc21	-9	16	11	105	-3	-7	-13	-1	5	-16	-4
CCN(CC)CCCn1c2c(c(SCC(=O)Nc3nccs3)nc1=O)CCC2	-6	11	-1	94	5	4	-2.8	16	3	-11	0
Cc1ccccc1N1OC2C(=O)N(c3ccc(F)cc3)C(=O)C2C1c1ccccn1 (centres undefined)	-10	-7	5	95	-7	-1	1.7	0	-2	7	-6
O=C(c1ccc(Cl)cc1)[C@@H]1[C@@H]2C(=O)N(c3ccc(Cl)cc3)C(=O)[C@@H]2C2c3ccccc3C=NN21 (some centres undefined)	-22	-3	6	96	-3	4	-1.9	3	2	3	4
CC1CC2=C(CC1/C=N/NC(N)=S)C(C)(C)CCC2 (centres undefined)	95	-62	7	122	-2	-12	0.0	-1	28	62	-14
CC(=O)Oc1ccc(C(=O)Nc2cccc(C(=O)NC(C)(C)C)c2)cc1	-5	-29	-1	103	-7	0	2.9	-2	-5	29	-4
CC(C)=CCCC(C)CN1CCC(n2nccc2NC(=O)C2CCCC2)CC1 (centres undefined)	-3	-8	19	102	-6	-5	-0.6	1	-6	8	-7
O=C(Nc1ccc(Cl)c(Cl)c1)N1CCSCC1	-23	320*	nt	nt	3	8	0.3	-4	-1	-320	-6
O=C(N/N=C/c1ccc2ncccc2c1)c1ccco1	19	0	5	92	-4	8	0.9	3	11	0	-20
COc1ccc(Oc2nc3c(c(=O)n(C)c(=O)n3C)n2C)cc1	44	2	10	101	3	10	0.0	1	26	-2	-6
CCc1nnc(SCC(=O)NC2CCCCC2)nc1CC	10	0	nt	97	1	-4	-0.3	-11	22	0	-2
Cc1ccc(C(c2sc3nc(C)nn3c2O)N2CCN(c3ccccc3)CC2)cc1 (centres undefined)	7	12	1	101	-2	-12	0.0	nt	11	-12	-2
CCc1ccc(CN(C)C(=O)c2cc(COc3ccc(-n4cncn4)cc3)on2)cc1	-8	-20	8	100	7	1	0.6	-5	5	20	-8
C/C(CC(=O)Nc1cccc(Cl)c1C)=N\NC(=O)Cc1csc(N)n1	4	5	0	88	2	5	-0.6	10	12	-5	-6
CC(C)(C)NC(=O)CSc1nnc(NC(=O)CCc2ccccc2)s1	-1	8	-2	105	4	0	2.1	0	23	-8	-6
CCOC(=O)C1CCN(CC(O)COCc2cccs2)CC1 (centres undefined)	0	3	10	94	-7	-14	0.4	0	1	-3	7
CC(NC(=O)Cc1ccccc1)c1ccc(F)cc1 (centres undefined)	-10	23	-9	91	-1	-8	-1.8	-2	-1	-23	-8
COc1ccc(CNC(=O)N2CCN(c3ccc(F)cc3)CC2)cc1	7	-1	11	98	-8	-5	3.3	-1	-11	1	-4
CCOc1ccc(NC(=O)CN(C)C(=O)C2CCN(C(=O)Nc3ccccc3)CC2)cc1OCC	nt	-42	-7	107	-2	-8	0.5	-2	11	42	-16
COc1ccc(NC(=O)CS(=O)(=O)c2ccc(C)cc2)c(OC)c1	21	4	nt	114	-7	4	0.7	-3	23	-4	-8
CN(Cc1ccccc1Cl)C(=O)CCNC(=O)c1ccco1	nt	19	1	99	-5	-6	2.4	-3	2	-19	4
Cc1ccc(C)c(N2CCN(C(=O)CN(C)S(=O)(=O)c3cnc[nH]3)CC2)c1	-20	-4	3	101	-4	-2	1.0	1	6	4	-3
COC(=O)Nc1nnc(CCc2ccccc2)s1	-28	8	8	nt	-10	-13	-1.4	8	7	-8	-5
CCOC(=O)c1ccccc1Cc1nc2ccccc2c(=O)[nH]1	-18	17	3	103	-5	-11	-0.6	-1	44	-17	3
CCn1c(NC(=O)c2ccc(C)cc2)c2ccccc2nc1=O	10	-5	4	101	-7	-1	-1.7	-1	5	5	-6
Cc1ccc(C2CC(=O)N(c3ccc(F)cc3)C3=C2C(=O)CCC3)cc1 (centres undefined)	4	nt	0	nt	-14	-4	-0.8	2	0	-8	-3
Cc1ccccc1Nc1nnc(SCC(=O)c2ccc(O)cc2O)s1	-9	nt	6	nt	0	2	0.2	0	-12	nt	-18
CC(C)(CNS(C)(=O)=O)SCc1ccc(Cl)cc1	-2	10	-2	95	12	10	0.7	0	49	-10	10
O=C1/C(=C\c2ccc(Br)cc2)SC(=S)N1NS(=O)(=O)c1ccccc1	-5	nt	nt	94	-2	-7	3.3	-1	-6	nt	-5
COC(=O)c1ccc(NC(=O)CSCc2ccccc2)cc1	25	-17	29	nt	-8	-1	-0.2	-4	-2	17	0
COc1ccc(CNC(=O)COc2cccnc2[N+](=O)[O-])cc1OC	-4	3	3	103	-9	-2	1.3	0	1	-3	-1
Cc1cc(C)c(C(N)=O)c(NCCc2ccccc2)n1	32	-3	8	99	-5	-12	1.1	-3	-4	3	8
